From PubChem BioAssay
NCF1 inh = blocks human p47phox regulatory protein of NADPH oxidases. P14598. p47phox/p22phox peptide binding, fluorescence polarization, 2 h. inhibition, % at 24.7 µM. hit rate 0.53% among 220,000. AID 1274;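 further: 0% = p47phox with labelled peptide and 100% = labelled peptide alone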
14-3-3 Bad inh = disrupts binding of bovine 14-3-3 zeta to phospho-Bad peptide; P63103; TR-FRET 14-3-3zeta/Dy647-pBad peptide displacement, 1 h; inhibition, % at 21.7 µM; hit rate 0.71% among 220,000; AID 781;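 active means inhibition above about 70%, limit read from the data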;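 further: 0% = full 14-3-3 plus peptide FRET controls and 100% = background without 14-3-3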
Target sequence (P63103 whole entry, looked up): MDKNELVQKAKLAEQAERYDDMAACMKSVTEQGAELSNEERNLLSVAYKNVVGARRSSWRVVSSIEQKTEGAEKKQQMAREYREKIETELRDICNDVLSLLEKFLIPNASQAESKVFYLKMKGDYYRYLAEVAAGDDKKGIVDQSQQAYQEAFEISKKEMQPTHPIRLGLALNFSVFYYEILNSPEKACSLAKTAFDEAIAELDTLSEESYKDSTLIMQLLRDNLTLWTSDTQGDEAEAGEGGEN
Cl transport mod = modulators of human KCC2 chloride dependent transport. Q9H2X9. KCC2 cells, thallium flux FluoZin-2 fluorescence. B-score of Tl+ flux slope (higher = more flux/activation; lower = inhibition) at 10 µM. hit rate 2.2% among 190,000;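 active means thallium flux slope and its plate-corrected score both differing from the plate sample mean at a set confidence after two filtering rounds, in either direction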;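 further: slope of fluorescence scaled to starting intensity during 10 to 20 s after thallium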
Rad51 HR inh = Rad51 (human) homologous recombination inhibition; inhibition, % at 10 µM; AID 1385; hRad51 DNA strand exchange, fluorescence dequenching; hit rate 0.085% among 200,000;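 active means inhibition above 40% at the single screening dose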;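 further: 0% = DMSO control wells and 100% = blanks with heterologous ssDNA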
Target sequence (Q06609 whole entry, looked up): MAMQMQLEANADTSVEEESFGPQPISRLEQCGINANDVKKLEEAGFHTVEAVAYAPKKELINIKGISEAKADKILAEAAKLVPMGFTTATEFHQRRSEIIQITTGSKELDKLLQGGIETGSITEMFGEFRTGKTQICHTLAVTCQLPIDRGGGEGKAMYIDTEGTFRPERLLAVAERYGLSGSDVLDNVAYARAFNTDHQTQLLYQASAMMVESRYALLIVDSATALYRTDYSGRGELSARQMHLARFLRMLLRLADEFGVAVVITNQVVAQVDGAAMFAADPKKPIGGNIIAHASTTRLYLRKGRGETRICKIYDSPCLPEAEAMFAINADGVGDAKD
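Material: Human Rad51 nucleoprotein filaments preassembled on unlabelled ssDNA | Also added: Labelled 47-mer dsDNA for strand exchange | Dosing: Single dose, 10 µM final compound | Schedule: 30-min compound preincubation and 15-min exchange, both room temperature | Technique: Fluorescence dequenching at 485/520 nm | Measure: Percent inhibition relative to plate controls and blanks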
thrombin 1536 = thrombin (human) inhibition; P00734; inhibition, % at 5 µM; alpha-thrombin, Boc-VPR-AMC fluorogenic substrate cleavage; hit rate 0.26% among 220,000;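 active means inhibition at or above 40%; inactive means inhibition below 40%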;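 further: 0% = enzyme with no compound and 100% = wells without enzyme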
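Test system: human alpha-thrombin; medium: pH 7.5 Tris-saline with Tween 20; times: reaction at room temperature; signal: AMC fluorescence at 355 nm excitation and 460 nm emission; also added: Boc-VPR-AMC substrate, 15 µM final; dosing: one concentration per compound, 5 µM, with 0.2% DMSO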
EBV gp42 block = blocks Epstein-Barr virus glycoprotein 42 binding; inhibition, % (tested at 21.74 µM); hit rate 0.42% among 220,000; Q1HVG2; AID 1085; Fluorescence polarization binding assay, mP read-out; in the data active means inhibition above about 50%
Target sequence (Q1HVG2 whole entry, looked up): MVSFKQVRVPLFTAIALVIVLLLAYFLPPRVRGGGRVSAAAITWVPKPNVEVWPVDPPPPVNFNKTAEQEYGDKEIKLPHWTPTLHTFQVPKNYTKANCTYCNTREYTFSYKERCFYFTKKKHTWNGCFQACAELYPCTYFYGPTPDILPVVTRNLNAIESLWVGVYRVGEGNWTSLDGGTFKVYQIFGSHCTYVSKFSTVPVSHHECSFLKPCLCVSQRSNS
KLK5 inh = inhibitors of human kallikrein 5; Q9Y337; recombinant hK5, fluorogenic AMC substrate cleavage; inhibition, % at 5 µM; hit rate 0.59% among 210,000; AID 873;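 active means inhibition of 40% or more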;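 further: 0% = enzyme controls without compound and 100% = no-enzyme blanks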
Target sequence (Q9Y337 67-293 limits assumed): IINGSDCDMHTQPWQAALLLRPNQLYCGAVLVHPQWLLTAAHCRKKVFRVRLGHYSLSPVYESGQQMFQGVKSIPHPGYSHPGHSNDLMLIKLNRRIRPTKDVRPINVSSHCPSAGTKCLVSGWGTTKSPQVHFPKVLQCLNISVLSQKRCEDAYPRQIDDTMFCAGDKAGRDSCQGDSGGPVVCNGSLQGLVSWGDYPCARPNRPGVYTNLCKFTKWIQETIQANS
eIF4E-4G inh = eIF4E/eIF4G interaction inhibition in translation initiation; TR-FRET eIF4E-eIF4GI(517-606) binding, 2 h; inhibition, % at 21.7 µM; hit rate 0.37% among 220,000;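 further: 0% = full FRET control wells and 100% = background wells lacking eIF4GI fragment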
Furin inhibitor = inhibitors of human furin; P09958; inhibition, % at 30 µM; hit rate 0.061% among 220,000; purified furin, fluorogenic substrate cleavage; AID 463115; in the data active means inhibition above about 25%; further: inactives centre near -15
Starred values were filed as active, the others as inactive; . = no result given; [ ] = remark or other dose.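 How the source made its calls, unless noted: active means inhibition above about 30% (limit read from the data); inactive means the rest.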

SMILES	NCF1 inh	14-3-3 Bad inh	Cl transport mod	Rad51 HR inh	thrombin 1536	EBV gp42 block	KLK5 inh	eIF4E-4G inh	Furin inhibitor
C/C(CC(=O)Nc1ccc(Cl)cc1C(F)(F)F)=N\NC(N)=S	-9	2	0.83	24	-8	-14	-6	-2	-26
COc1ccc(N2C(=O)C3CCCN3C2c2cccc(C)c2)cc1Cl (stereo not drawn)	-15	15	.	-7	-12	-12	-7	9	-19
O=C(CSc1nnnn1-c1ccccc1)N1CCc2ccccc2C1	7	.	-0.88	-2	6	1	-6	.	-7[20 µM]
C=CCn1c(SCc2ccccc2C#N)nnc1-c1cc(Br)ccc1O	-8	1	-0.97	-1	-10	5	0	-1	-20[20 µM]
CN(C)Cc1nc2ccccc2c(=O)n1CC(=O)Nc1cccc(S(=O)(=O)N2CCOCC2)c1	1	11	0.15	-1	-7	-5	0	4	-7
Cc1nn2c(CN(C(=O)COc3ccccc3)c3ccccc3)nnc2c2ccccc12	0	-1	-1.6	8	-7	10	-17	-4[fluorescence artefact?]	-13
Cc1cnc(NC(=O)c2ccncc2)s1	-4	4	1.4	7	-3	-18	-29	1	-12
c1ccc2c(c1)oc1c(Nc3ccc4c(c3)OCO4)ncnc12	-3	51	.	5	3	2	11	-5	-11
C=CCn1c(SCC(N)=O)nnc1-c1cccc(Br)c1	-17	1[fluorescence artefact?]	0.38	-2	-2	-7	3	-4[fluorescence artefact?]	-19
COc1ccc(S(=O)(=O)N(C)Cc2cccs2)cc1Br	-4	0	.	-6	3	1	11	-6	2[20 µM]
Cc1ccc(S(=O)(=O)Oc2ccccc2/C=N/NC(=O)c2nn(C)cc2[N+](=O)[O-])cc1	-3	4	0.39	0	-16	-7	-4	0	0
O=C1CCCc2c1cc(C(=O)NCc1ccco1)c(=O)n2-c1ccccc1	-24	1	-0.2	-1	5	2	9	-2[fluorescence artefact?]	-10
COC(=O)c1ccccc1NC(=O)c1noc2c1CC(C(C)(C)C)CC2 (stereo not drawn)	-10	5	0.89	8	-2	-17	-8	5	21[20 µM]
CCOC(=O)c1c(C)n(O)c2ccc(Cl)cc2c1=O	-1	13	0.48	-5	0	-21	-21	0	-15
c1nc(NCCN2CCOCC2)c2c3c(sc2n1)CCCCC3	-17	1	.	-1	-9	-7	-1	1	-11
COc1cccc(C2CC(=O)Nc3cc4c(cc32)CCC4)c1 (stereo not drawn)	-10	-9	-1.9	-1	2	-2	5	-7	-25
C=CCN1C(=O)CC(C(=O)NC)SC1=Nc1ccc(C(=O)OCC)cc1 (stereo not drawn)	-12	-5	-0.17	0	1	-10	2	1	-22[20 µM]
C/C(=N\NC(=O)CN(c1ccc(C)cc1)S(C)(=O)=O)c1cccs1	-7	9	0.44	.	-1	2	-14	2	-20
CCCc1nnc(NC(=O)CCC(=O)NCc2ccc(OC)cc2)s1	-3	-12	0.47	.	-8	-10	-1	0	-15
O=C(CCc1nc2ccccc2c(=O)[nH]1)N1CCN(c2ccc(F)cc2)CC1	-7	-19	-0.23	-56	6	1	-5	0	2
COc1ccc(Br)cc1CN1CCCC(C(=O)N2CCCCCC2)C1 (stereo not drawn)	4	21[fluorescence artefact?]	.	3	-19	-25	1	0	-8
Cc1nc2ccc(C(=O)OCc3ccccc3Br)cc2nc1C	-10	-5	.	-1	2	-2	-5	0	-21
COc1c(Br)cc2c(C)c(C(=O)O)oc2c1Br	-9	5[fluorescence artefact?]	-0.97	.	-1	-5	-12	-8	-9
O=C(N/N=C/c1ccc(OCc2ccccc2)cc1)c1cccs1	-3	7	0.33	-5	-2	9	0	-4[fluorescence artefact?]	-12[20 µM]

Of the compounds above, these have two or more sulfur atoms:
SMILES	NCF1 inh	14-3-3 Bad inh	Cl transport mod	Rad51 HR inh	thrombin 1536	EBV gp42 block	KLK5 inh	eIF4E-4G inh	Furin inhibitor
COc1ccc(S(=O)(=O)N(C)Cc2cccs2)cc1Br	-4	0	.	-6	3	1	11	-6	2[20 µM]
C/C(=N\NC(=O)CN(c1ccc(C)cc1)S(C)(=O)=O)c1cccs1	-7	9	0.44	.	-1	2	-14	2	-20

4 compounds out of the list, sorted by molecular weight, ascending.
SMILES	NCF1 inh	14-3-3 Bad inh	Cl transport mod	Rad51 HR inh	thrombin 1536	EBV gp42 block	KLK5 inh	eIF4E-4G inh	Furin inhibitor
CCOC(=O)c1c(C)n(O)c2ccc(Cl)cc2c1=O	-1	13	0.48	-5	0	-21	-21	0	-15
c1nc(NCCN2CCOCC2)c2c3c(sc2n1)CCCCC3	-17	1	.	-1	-9	-7	-1	1	-11
COC(=O)c1ccccc1NC(=O)c1noc2c1CC(C(C)(C)C)CC2 (stereo not drawn)	-10	5	0.89	8	-2	-17	-8	5	21[20 µM]
O=C(CCc1nc2ccccc2c(=O)[nH]1)N1CCN(c2ccc(F)cc2)CC1	-7	-19	-0.23	-56	6	1	-5	0	2

Continued:
SMILES	NCF1 inh	14-3-3 Bad inh	Cl transport mod	Rad51 HR inh	thrombin 1536	EBV gp42 block	KLK5 inh	eIF4E-4G inh	Furin inhibitor
Fc1cccc(/C=N/Nc2ccc3ccccc3n2)c1	2	-3	-1.8	7	4	-6	1	0	1
N#CC1=C(N)Oc2n[nH]c(-c3cccs3)c2C1c1ccccc1C(=O)O (stereo not drawn)	-3	-15	-1.3	8	-3	5	-3	-1	-21
CC(C)Cn1c(-c2ccc(F)cc2)n[nH]c1=S	-19	-5	.	4	-12	-16	1	2[fluorescence artefact?]	-4[20 µM]
O=C(/C=C/NCC(=O)c1ccccc1)c1ccc(Br)cc1	-14	2	0.37	-18	-5	-23	-8	-1	-2
O=S(=O)(NCC1CCCO1)c1ccc(Oc2ccccc2)cc1 (stereo not drawn)	-7	-5	-1.2	2	-5	-15	30	-1	-19[20 µM]
CCOC(=O)c1sc(NC(=O)C2CCC2)cc1C	-5	5	-0.59	-3	-16	-5	-1	1	-32
CCOC(=O)c1sc(N)c(C#N)c1CSc1nnc(C2CC2)n1N	-18	-2	0.024	1	1	-16	2	-12	1[20 µM]
O=C(ON=C1CCN(S(=O)(=O)c2ccccc2)CC1)c1cccc(Cl)c1	-3	7	.	-6	1	3	15	-6	-14[20 µM]
O=S(=O)(c1ccc(Cl)nc1)N1CCN(Cc2ccc3c(c2)OCO3)CC1	-5	9	.	5	-4	-3	6	2	-4[20 µM]
O=C(CCC1CCCC1)Nc1ccc(OCC(=O)N2CCOCC2)cc1	-12	-4	1.2	0	-4	-15	-14	4	-14[20 µM]
Fc1ccc(-c2csc(-c3ccc(C4SCCS4)cc3)n2)cc1F	-7	-4	0.53	1	2	-11	7	-9	-26
CCOC(=O)Cn1c(-c2ccccn2)nc2ccccc21	-11	1	.	7	-3	-14	3	-1	-20
O=C(Nc1ccccc1)NC1(C(=O)N2CCN(C(=O)c3ccco3)CC2)CCCCC1	-10	8	.	5	-7	2	0	-3	-24
COc1ccc(-c2csc(NC(=O)c3cc(C)on3)c2C#N)cc1OC	-18	3	0.56	-5	-4	-14	12	3	-22[20 µM]
COc1ccc2cc(C(N)=O)c(=Nc3ccc(C)cc3)oc2c1	-10	1	0.22	-2	9	6	9	-6	12
O=C1NC(=Nc2ccccc2)/C(=C/c2ccco2)S1	-17	5	1.4	3	2	-8	-2	-6	-10
CCNC(=S)N1CCN(CCN=CC2=C(O)CC(C)(C)CC2=O)CC1	-7	0	-0.76	16	3	-13	5	3	-8
Cc1ccc(S(=O)(=O)C2(C(=O)Nc3nccs3)CC2)cc1	-6	8[fluorescence artefact?]	1	-7	1	-10	1	7	-17
O=C(O)CNS(=O)(=O)c1ccc2[nH]c(=O)c(=O)[nH]c2c1	-2	4	1.6	.	3	-5	-3	2	-18
Cc1cccc(-c2c3c(=O)n(C)c(=O)n(C)c3cn2CC2CCCO2)c1 (stereo not drawn)	-15	10	1.2	-1	4	-16	-9	9	-16
Oc1ccc(N2CCN(c3nnnn3-c3ccccc3)CC2)cc1	9	10	0.54	2	-8	-5	1	3	-20
O=C1NN(c2ccccc2)C(=O)/C1=C\c1coc2ccc(O)cc2c1=O	11	16	-1.6	19	0	3	3	7	-18
N#C/C(=N\Nc1ccc([N+](=O)[O-])cc1)C(=N)N1CCOCC1	3	0	0.011	-6	-3	1	-3	4	5
O=C(OCC1CC(c2ccccn2)=NO1)c1ccc(Br)cc1 (stereo not drawn)	-1	-4	-0.032	-2	-5	-10	5	42*	-5
O=C1CC(c2cc(Br)ccc2F)c2cc3c(cc2N1)CCC3 (stereo not drawn)	-6	-2[fluorescence artefact?]	.	5	6	-11	-2	-1	-27[20 µM]
Cc1onc(-c2c(F)cccc2Cl)c1C(=O)Nc1sc2c(c1C#N)CCC(C(C)(C)C)C2 (stereo not drawn)	-33	-12[fluorescence artefact?]	-0.037	-5	1	-12	-5	3	9[20 µM]
CCOC(=O)C1(C)NC(c2ccc(N(C)C)cc2)C2C(=O)N(c3ccc(OC)cc3)C(=O)C21 (stereo not drawn)	-3	-7[fluorescence artefact?]	.	2	4	-15	-4	-12[fluorescence artefact?]	-7
O=C(Nc1ccccn1)NC1CCCCC1	3	16[fluorescence artefact?]	-0.94	-9	-5	3	-3	11	-18[20 µM]
CCOc1ccc(-c2noc(COC)n2)cc1OC	13	8[fluorescence artefact?]	-0.19	4	-2	-16	-2	2	-8[20 µM]
CC(c1ccccc1C(O)(c1ccccc1)c1ccccc1)N(C)C (stereo not drawn)	-3	-18	0.25	.	0	-26	-9	1[fluorescence artefact?]	-9
CN(C)C1=NCC(CSC(=N)N)S1 (stereo not drawn)	6	-10	-0.87	-4	-9	-24	8	-1	-35
c1ccc(-c2nc(CSc3n[nH]c(-c4cccs4)n3)cs2)cc1	-18	9	-3.8*	5	-2	16	0	2	-19[20 µM]
Cn1cnnc1SCC(=O)Nc1ccccc1C(=O)NC1CCCC1	3	-12[fluorescence artefact?]	0.23	-4	-1	-7	-14	2[fluorescence artefact?]	-22
COc1ccc(NC(=O)c2ccc(CNc3c(NC4CCCCC4)c(=O)c3=O)cc2)cc1OC	20	2	0.49	6	-8	2	11	-1	-17
CN(C)S(=O)(=O)c1cccc(NC(=O)c2cc(-c3cccs3)nn2-c2ccccc2)c1	-23	1	-0.12	.	-3	-17	-25	-1[fluorescence artefact?]	-23
N#Cc1ccc(N/N=C/c2ccccc2)c([N+](=O)[O-])c1	-4	-6	-1	-5	-1	4	0	0	-13
CC(C)CC1=NC(C(F)(F)F)(C(F)(F)F)c2c(n(CC(C)C)c(=O)[nH]c2=O)N1	-8	-5[fluorescence artefact?]	0.015	-7	-12	8	-5	0[fluorescence artefact?]	-24
CCn1c(SCC(=O)Nc2ccc(C(C)=O)cc2)nc2ccccc21	-10	10	-0.74	3	-1	-17	12	0	-10[20 µM]
CN(C)c1cc[n+](CC(=O)Nc2ccc(Oc3ccccc3)cc2)cc1	5	-6	-0.041	.	0	3	-2	-6	-21
Cc1ccc(S(=O)(=O)N(CC(=O)N2CCC(C(N)=O)CC2)Cc2ccc(F)cc2)cc1	-2	12	.	7	1	-11	11	8	-16[20 µM]
CCOC(=O)c1nn(-c2ccccc2)c2nnc(Cc3ccccc3)c(=O)n12	0	7	-0.26	.	-2	10	-15	2[fluorescence artefact?]	-22
O=C(c1ccc(F)cc1)N1CCN(c2ccc([N+](=O)[O-])c(N3CCCCC3)c2)CC1	-4	2	.	-2	-1	-1	-2	2	1
COc1ccc(N2C(=O)CSC2c2ccc3c(c2)OCO3)c(OC)c1 (stereo not drawn)	2	-3	-0.46	-3	-1	-8	-11	-3[fluorescence artefact?]	-15
O=[N+]([O-])c1ccc(-c2csc3[n+]2CCS3)cc1	-2	-4	.	-4	-4	-2	-18	3	-6[20 µM]
CCc1cc2cc3c(cc2nc1SCC(=O)Nc1cc(C)on1)OCO3	-4	82*	1.2	5	0	-20	-17	-56	-27
